XIAP displacement: XIAP antagonists, biochemical, IAP family, fluorescence polarization (AID 1018); XIAP BIR domain, fluorescence polarization peptide displacement; higher % means a stronger effect; displacement, % at 20 µM; hits with a dose series show IC50 in µM; 0.007% of 200,000 active; in the data active = displacement above about 50%; also: a part of the inactive calls stands beside numbers as strong as those of hits
WT yeast gro inh: growth inhibition of WT strain, primary screen, mitochondrial fusion inhibitor project, WT and mutant strains, chemical genetic | mitochondrial fusion phenotypic screen | 2.1% of 190,000 active | inhibition, % at 10 µM | AID 1362, 2008; in the data active = inhibition above about 58%; tested in S. cerevisiae
MT stabilizer: microtubule stabilizers in HeLa cells, primary screen, imaging, high-content imaging; % tubulin-high responders, % at 10 µM; HeLa tubulin immunostaining HCS, 24 h; share of cells brighter than vehicle mean+2SD; AID 2205, 2009; 0.83% of 200,000 active;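 active = plate Z-score above 3 for both tubulin-high and condensed-nucleus cell shares, with cell loss under 80%, at 10 µM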;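 also: anti alpha tubulin signal scored within the nucleus-defined area of each cell; some results filed as inactive read as strong as hits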
CSM14.1 death rescue: rescue of cells from ER stress-induced death, primary screen, 384-well, CSM14.1, thapsigargin, ATP luminescence (AID 1222); CSM14.1 thapsigargin-induced death rescue, ATP luminescence; higher % means a stronger effect; cellular ATP content (survival), % at 20 µM, or EC50 in µM where a hit was titrated; 190,000 tested, under 10 active;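 active = EC50 below 50 µM in the dose-response confirmation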;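 also: death triggered by thapsigargin at about 15 µM added after 2 h compound pretreatment; cell ATP read after overnight thapsigargin exposure of roughly 18 to 22 hours; normalized against plate controls of thapsigargin alone and 5% DMSO vehicle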
Dynein transport: inhibitors of GR-EGFP nuclear translocation, primary screen, dynein cargo transport inhibitor project, imaging, high-content, 3617.4 mouse cells; 0.47% of 220,000 active; AID 1381, 2008; z-score, hits read low; test concentration mostly 20 µM; stimulated with dexamethasone, 1 µM; hits give low values;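 active = plate z-score of nuclear minus cytoplasmic receptor signal below a set negative limit, without overly bright fluorescence or cell loss, cut at about -3.5 in these data, passing the limit was not always enough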;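 also: z-score of nuclear minus cytoplasmic ring GR-EGFP intensity difference per well; some compounds called inactive have numbers as strong as hits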
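Schedule: 48 h induction, then 1 h compound, then 30 min agonist, 37 °C. Buffer or medium: tetracycline-free induction medium containing charcoal-stripped FBS. Reagent: 1.0 µM final dexamethasone stimulus. Evaluation: nuclear versus cytoplasmic GR-EGFP signal, averaged per well. Signal: high-content fluorescence imaging after fixation.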
b-catenin transl: modulators of beta-catenin nuclear translocation, primary screen, imaging, HeLa cells, immunofluorescence, high-content; nuclear translocation activity, % at 5 µM; 0.3% of 190,000 active;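 active = nuclear translocation activity above 50% at 5 µM, with a well cell count of 50 or more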;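 also: per-cell ratio of nuclear to cytoplasmic median beta-catenin stain intensity; plate controls were DMSO negative control for no effect and GSK-3 inhibitor IX positive control for full effect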
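Assay system: human HeLa cells, native beta-catenin; doses: 5 µM primary, 0.02–20 µM confirmation; incubation: compound treatment 24 h, 37°C, 5% CO2; technique: fluorescence imaging of beta-catenin antibody stain plus DAPI; measure: % activation, nuclear-to-cytoplasmic median beta-catenin signal ratio per cell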
Autophagy mod: autophagy modulators in MEF cells, primary screen, imaging, high-content, MEF GFP-LC3; calls only at 10 µM (by protocol); 0.98% of 190,000 active; MEF GFP-LC3 puncta imaging; test concentration mostly 10 µM;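 active = percentage of spot-positive cells more than 3 SD above its plate mean, without a fluorescence outlier flag or 80% toxicity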;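 also: spot-positive cell cutoff set from DMSO-treated cells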
Ins promoter up: insulin promoter activators in MIN6 cells, imaging, high-content screening, mouse beta cells | 0.3% of 190,000 active | z-score at 5 µM | MIN6 insulin promoter-GFP reporter; hits give high values;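 active = z-score above 3 at 5 µM with at least 500 cells counted in the well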
Hep lipid drop: inhibitors of hepatocyte lipid droplet formation, primary screen, imaging, high-throughput imaging, BODIPY stain. AML12 mouse hepatocytes, oleate lipid droplets. inhibition, % at 6.5 µM. 0.4% of 240,000 active. AID 1656, 2009;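 active = lipid droplet intensity inhibited by at least 50%, with more than 500 cells counted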
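Assay system: AML12 mouse liver cells | Compound dosing: One dose, 6.5 µM compound | Read-out basis: Droplet intensity reduction, % inhibition | Measured by: Fluorescence imaging, 20x objective, two fields per well | Schedule: Overnight treatment with compound plus oleate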
WT yeast gro inh mutant strain: further read-out of WT yeast gro inh, marked with its call; inhibition, %; mitochondrial fusion phenotypic screen, mutant strain inhibition
Dynein transport cytoplasmic EGFP: second read-out of Dynein transport, no call of its own (marks repeat the call); z-score; measured here: cytoplasmic GR-EGFP intensity; hits give high values
Dynein transport nuclear GR-EGFP: recorded beside Dynein transport, whose call it bears; z-score; measured here: nuclear GR-EGFP intensity;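 lower value marks the stronger effect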
Dynein transport cell count: further read-out of Dynein transport, marked with its call; z-score; measured here: cell count per field
Ins promoter up cell count: recorded beside Ins promoter up, whose call it bears; cell count; measured here: cytotoxicity, nuclei count;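 total cells summed across four imaged fields per well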
Hep lipid drop cells 6.5 µM: recorded beside Hep lipid drop, whose call it bears; cell count; measured here: cell count, cytotoxicity flag;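 cells counted across two imaged fields per well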
b-catenin transl cell count 5 µM: also measured in b-catenin transl; calls as there; cell count; measured here: cell count, cytotoxicity flag
MT stabilizer Hoechst-high %: recorded beside MT stabilizer, whose call it bears; % Hoechst-high responders; measured here: nuclear condensation Hoechst responders;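 share of cells brighter than vehicle mean plus two SD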
MT stabilizer cytotoxicity %: further read-out of MT stabilizer, marked with its call; toxicity, %; measured here: cytotoxicity by cell density;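 0% = mean cell density of plate MIN control wells and 100% = no cells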
Autophagy mod cell loss 18 h: second read-out of Autophagy mod, no call of its own (marks repeat the call); toxicity, %; measured here: cell loss, nuclei count;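 cell loss after 18 h compound exposure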
An asterisk follows results filed as active; i = inactive; / = no result given.

SMILES | XIAP displacement | WT yeast gro inh | WT yeast gro inh mutant strain | MT stabilizer | MT stabilizer Hoechst-high % | MT stabilizer cytotoxicity % | CSM14.1 death rescue | Dynein transport | Dynein transport cytoplasmic EGFP | Dynein transport nuclear GR-EGFP | Dynein transport cell count | b-catenin transl | b-catenin transl cell count 5 µM | Autophagy mod | Autophagy mod cell loss 18 h | Ins promoter up | Ins promoter up cell count | Hep lipid drop | Hep lipid drop cells 6.5 µM
O=C(c1cccnc1)N1CCN(S(=O)(=O)c2ccc(S(=O)(=O)N3CCCC3)cc2)CC1 | -16% | 2 | 24 | 1.9 | 1.2 | 5.4 | -0.6% | -0.68 | -0.26 | -0.061 | 0.83 | / | / | i | 0 | -0.37 | 947 | -3 | 756
CCN1CCN(CC(=O)Nc2ccc(Cl)c(S(=O)(=O)N(C)C)c2)CC1 | -4.4% | -40 | 17 | 1.5 | 2.8 | 3.1 | 0.4% | -0.27 | -0.21 | -0.36 | 0.34 | 0.2 | 1588 | i | -2 | / | / | -1 | 730
CSc1c(CC(=O)Nc2ccccc2C(F)(F)F)n(Cc2ccccc2)c2ccccc12 | -0.7% | -6 | -10 | 10 | 0.7 | 12 | -3.4% | 1.5 | -0.11 | 0.93 | -0.84 | 0.4 | 945 | i | 5 | -0.69 | 2061 | 69* | 582*
COCCNC(=O)/C(C#N)=C/c1ccc(C)o1 | -3.3% | -7 | -7 | 3.5 | 1.5 | 6.5 | -1.6% | -0.1 | -0.35 | -0.12 | 1.5 | 1.8 | 1076 | i | -6 | -0.08 | 1374 | 15 | 616
COC(=O)Cn1c(O)c(N=NC(=O)c2ccc3c(c2)OCO3)c2ccccc21 | -5.8% | 13 | -6 | 2.0 | 1.8 | 7.1 | -1.9% | 0.044 | -0.33 | -0.14 | 0.15 | 0.9 | 1067 | i | -6 | -0.22 | 1402 | -2 | 629
S=c1sc(SCCOc2ccccc2)nn1-c1ccccc1 | -4.0% | 8 | 12 | 4.2 | 2.2 | 6.4 | 2.5% | -0.039 | -0.21 | 0.17 | 0.84 | 2.3 | 1067 | i | 0 | -0.15 | 1417 | -16 | 684
COc1ccc(NC(=O)CCc2nc(-c3ccc(C)cc3)no2)c(OC)c1 | -6.1% | 0 | -16 | 4.1 | 3.0 | 5.5 | 2.2% | -1.3 | -0.24 | -0.68 | 1.1 | -3.1 | 915 | i | 21 | / | / | / | /
Cc1ccc(NC(=O)CNc2ccccc2CN(C)C2CCCCC2)cc1 | -6.6% | 7 | 0 | 4.6 | 1.7 | 24 | -0.9% | 0.94 | -0.29 | 1 | -0.43 | -3.5 | 1073 | i | -5 | -0.31 | 1318 | -1 | 681
CC(C)(CNC(=O)c1cccs1)CNC(=O)c1cccs1 | -2.2% | 17 | 6 | 3.9 | 1.3 | 6.4 | -2.4% | -0.19 | -0.05 | 0.13 | 0.093 | -0.5 | 975 | i | -6 | / | / | / | /
COc1cccc(-c2cc(C(=O)NCCN3CCOCC3)no2)c1 | -3.7% | 9 | 23 | 1.5 | 1.2 | 7.7 | -0.5% | -0.24 | -0.14 | 0.051 | 0.43 | -2.2 | 929 | i | -13 | 0.36 | 1453 | / | /
Nc1nc(CN2CCN(c3ccc(F)cc3)CC2)nc(N2CCCc3ccccc32)n1 | -18% | 34 | 37 | 5.0 | 3.0 | 12 | -2.4% | -0.28 | -0.21 | -0.033 | 0.42 | -7.1 | 977 | i | 2 | 0.64 | 1249 | / | /
CNC(=O)COC(=O)c1cc(-c2ccco2)nc2ccccc12 | / | / | / | / | / | / | / | -2.4 | 0.34 | -0.75 | -0.75 | 0.9 | 1303 | / | / | -0.72 | 1357 | 0 | 659
COc1ccccc1OCc1nc(C#N)c(NCc2ccco2)o1 | -0.5% | -9 | -4 | 4.6 | 3.1 | 10 | -1.6% | -0.81 | -0.00068 | -0.13 | 2.6 | -5.1 | 1170 | i | 0 | 0.11 | 1278 | 0 | 776
O=C(NCc1ccccc1)C1CCCN(S(=O)(=O)c2cccs2)C1 (stereo not drawn) | -20% | 5 | 5 | 1.9 | 1.1 | 2.7 | 1.0% | -0.026 | -0.081 | -0.16 | -0.058 | -0.7 | 1193 | i | -10 | 0.76 | 901 | 1 | 780
CCCC1=NN(C(=O)CCc2ccccc2O)C(O)(C(F)(F)F)C1 (stereo not drawn) | -7.8% | 15 | 16 | 3.7 | 2.0 | 2.7 | -2.5% | 0.17 | -0.11 | 0.37 | -0.91 | -2.2 | 1118 | i | 5 | 0.17 | 1585 | -16 | 686
CCOC(=O)c1cnn(-c2nc(C)nc3sc4c(c23)CCC4)c1N | 0.3% | / | / | / | / | / | -1.6% | / | / | / | / | 0.6 | 1147 | / | / | -0.13 | 1253 | / | /
Cc1ccc(S(=O)(=O)N2CCN(C(=O)CSc3nnnn3C)C2)cc1 | -6.0% | -10 | -14 | 4.3 | 1.2 | 5.7 | -0.7% | -0.56 | -0.23 | -0.025 | 1 | / | / | i | 10 | -0.36 | 1310 | 7 | 765
CC(NC(=O)Cn1ccsc1=N)C12CC3CC(CC(C3)C1)C2 (stereo not drawn) | -0.3% | 11 | 19 | 1.5 | 1.8 | 8.7 | -2.5% | -0.027 | -0.22 | 0.3 | 0.052 | -6.3 | 992 | / | / | -1.1 | 1092 | / | /
CCOc1ccc(CCNC(=O)C2=C(C)C(=O)OC23CCC(C)CC3)cc1 (stereo not drawn) | -6.2% | -11 | -7 | 4.2 | 2.8 | 5.3 | -1.8% | 0.28 | -0.24 | 0.91 | 0.13 | -2.1 | 583 | i | 16 | -0.19 | 1169 | 16 | 766
CCOc1ccccc1NC(=O)C(NC(=O)C1CCC(C)CC1)C(C)C (stereo not drawn) | -3.9% | 4 | 12 | 2.3 | 2.5 | 7.4 | 2.2% | -0.084 | -0.25 | -0.11 | -0.2 | -1.0 | 1038 | i | 3 | -0.09 | 1282 | -33 | 637
CC(=O)c1cccc(NC(=O)c2cc(-c3ccc(F)cc3)on2)c1 | -8.4% | -2 | -8 | 5.2 | 3.8 | 11 | -1.2% | 0.081 | -0.38 | -0.28 | -0.15 | -3.2 | 886 | i | 30 | 0.39 | 1530 | / | /
NC(=O)C1CCN(C(=O)Cc2ccc([N+](=O)[O-])cc2)CC1 | -1.4% | 8 | 17 | 3.6 | 1.9 | 2.0 | 13% | 0.48 | -0.21 | 0.3 | 1 | 0.1 | 917 | i | 5 | 1.2 | 1392 | -18 | 600
Cc1cc(O)c(-c2cc(C(=O)Nc3cccnc3)[nH]n2)cc1C | / | / | / | / | / | / | / | 0.51 | -0.16 | 0.048 | -0.2 | -0.4 | 1029 | / | / | 0.08 | 1449 | -6 | 655
COc1cc(/C=N/NC(=O)COc2c(C)cc([N+](=O)[O-])cc2C)ccc1OC(=O)c1ccccc1Br | -11% | 15 | 3 | 1.6 | 2.4 | 9.8 | -1.2% | -0.52 | -0.31 | -0.54 | 0.76 | -0.8 | 1025 | i | -13 | -0.27 | 1227 | 6 | 675
CCCOc1cc(C)c(S(=O)(=O)n2ccc(C)n2)cc1C | -5.1% | 21 | 17 | 1.0 | 0.4 | 20 | 0.0% | -0.49 | -0.27 | 0.016 | -0.071 | -2.6 | 1199 | i | 7 | -1.1 | 1147 | -20 | 751
CC(C)(C)c1ccc(OC(=O)Nc2ccc(O)c(C(=O)O)c2)cc1 | / | / | / | / | / | / | / | 0.2 | -0.26 | 0.75 | -0.29 | -0.1 | 1285 | / | / | 0.19 | 915 | 2 | 646
COc1ccc(C)cc1NCc1cccc(OC)c1OC | 0.7% | 5 | 0 | 4.2 | 2.1 | 2.5 | 2.2% | -0.67 | -0.28 | -0.088 | 1 | -0.2 | 1046 | i | 7 | / | / | -2 | 681
Cc1ccc(N(CC(O)CON=C2c3ccccc3-c3ccccc32)S(C)(=O)=O)cc1 (stereo not drawn) | -4.1% | 56 | 36 | 1.6 | 1.2 | 6.3 | 1.9% | 0.016 | -0.094 | 0.15 | 0.042 | -0.2 | 1153 | i | -1 | -0.92 | 1340 | -14 | 771
CCOC(=O)C(NC(=O)c1ccccc1)(N1CCOCC1)C(F)(F)F (stereo not drawn) | -4.4% | 7 | -5 | 4.1 | 1.9 | 7.1 | 2.1% | -0.21 | -0.2 | 0.21 | 0.21 | -3.8 | 1000 | i | 12 | 0.31 | 1162 | / | /
COc1ccc2cc(C3(C)NC(=O)NC3=O)ccc2c1 (stereo not drawn) | -4.2% | 4 | 7 | 7.2 | 1.9 | 7.2 | -2.0% | -0.66 | -0.17 | 0.18 | 0.83 | 1.6 | 1103 | i | 8 | 0.86 | 1254 | / | /

Bioassay records from PubChem BioAssay.
